TRPC6 activator: mouse TRPC6 channel activation; Q61143; HEK293-TRPC6 membrane potential dye fluorescence; stronger effect = higher value; B-score at 10 µM; hit rate 0.13% among 310,000; AID 2550;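 active = B-score of the integrated fluorescence ratio above library mean plus 3 SD, and starting fluorescence ratio within library mean plus 5 SD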;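 also: higher score means more depolarization so channel activation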
Target sequence (Q61143 whole entry, looked up): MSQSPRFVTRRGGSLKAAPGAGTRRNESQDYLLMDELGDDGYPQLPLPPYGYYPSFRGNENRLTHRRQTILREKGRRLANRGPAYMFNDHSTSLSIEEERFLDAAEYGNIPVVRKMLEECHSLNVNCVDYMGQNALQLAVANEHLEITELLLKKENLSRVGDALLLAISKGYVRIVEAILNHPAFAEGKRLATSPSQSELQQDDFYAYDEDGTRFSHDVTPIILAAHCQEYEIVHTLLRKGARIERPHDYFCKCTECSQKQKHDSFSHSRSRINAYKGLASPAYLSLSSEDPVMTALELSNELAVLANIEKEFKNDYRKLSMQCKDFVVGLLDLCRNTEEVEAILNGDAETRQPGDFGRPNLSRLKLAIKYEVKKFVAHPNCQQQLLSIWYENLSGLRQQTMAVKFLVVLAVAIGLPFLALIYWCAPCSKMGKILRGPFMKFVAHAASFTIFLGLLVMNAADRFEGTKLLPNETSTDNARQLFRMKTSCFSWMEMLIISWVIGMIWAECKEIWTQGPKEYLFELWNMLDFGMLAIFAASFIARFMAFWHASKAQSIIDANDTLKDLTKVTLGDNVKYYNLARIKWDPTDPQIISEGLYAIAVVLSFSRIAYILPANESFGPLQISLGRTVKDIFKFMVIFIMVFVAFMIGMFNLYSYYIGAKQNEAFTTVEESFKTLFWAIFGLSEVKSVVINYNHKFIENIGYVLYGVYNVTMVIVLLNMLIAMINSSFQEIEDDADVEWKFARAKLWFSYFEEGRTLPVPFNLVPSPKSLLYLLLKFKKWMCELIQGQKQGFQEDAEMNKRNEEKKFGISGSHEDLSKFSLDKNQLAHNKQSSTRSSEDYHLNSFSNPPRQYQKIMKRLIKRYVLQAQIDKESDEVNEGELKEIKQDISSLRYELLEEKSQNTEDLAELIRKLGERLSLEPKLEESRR
MrgX1 agonist: human MrgX1 receptor agonism, primary screen | Q96LB2 | AID 588627 | MrgX1-HEK293 cells, Fluo-4 calcium fluorescence, agonist mode; stronger effect = higher value | B-score at 10 µM | hit rate 0.44% among 310,000;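 active = calcium response B-score plate-corrected fluorescence ratio at least 3 library SD, with starting fluorescence B-score inside 5 SD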
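Material: HEK293 cells stably expressing human MrgX1 receptor | Quantity: 15,000 cells per well | Times: Cells plated overnight, dye loaded 0.5 h 37 °C, 0.5 h room temperature | Measured by: Kinetic Fluo-4 NW fluorescence of intracellular calcium | Control set: Positive and negative controls per plate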
TRPC4 block: TRPC4 (mouse) channel inhibition. Q9QUQ5. HEK293 TRPC4beta/mu-opioid, DAMGO-evoked Fluo4 calcium flux; stronger effect = lower value. B-score at 10 µM. hit rate 0.39% among 300,000. AID 2247;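 active = B-score over 3 SD under the library average, no early fluorescence shift, positive overall ratio signal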
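test system = HEK293 cells with stable TRPC4beta plus mu-opioid receptor expression | detection = Fluo4 Ca2+ flux fluorescence | read-out = integrated fluorescence ratio relative to baseline, converted to per-well B score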
PolyA inhibitor: blocks polyadenylation in yeast reporter cells. S. cerevisiae SKY197-pL101 polyadenylation reporter, beta-gal luminescence; efflux-impaired pdr1/pdr3 knockout yeast; score 100 = 6 SD above DMSO. calls only at 12 µM. hit rate 0.02% among 300,000. AID 1875;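 active = lowest replicate activity score at least 50, where 100 means six control SD above control mean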;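 also: yeast exposed to compound for 9 h at 30 °C; higher score means more reporter readthrough which indicates perturbed polyadenylation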
TRPC6 inh: inhibitors of mouse TRPC6 channel; hit rate 1.1% among 310,000; Q61143; B-score at 10 µM; HEK293-TRPC6, membrane potential dye, ACh-evoked depolarization; stronger effect = lower value;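 active = B-score under library mean minus 3 SD, initial fluorescence not abnormally high, positive integrated signal ratio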;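 also: B-score derived from integrated fluorescence ratio over the kinetic read; more negative B-score means stronger inhibition of depolarization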
MrgX1 antag: antagonists of human MrgX1 receptor; Q96LB2; MRGX1-HEK293 calcium flux, Fluo-4, BAM8-22 antagonism; stronger effect = lower value; B-score at 10 µM; hit rate 1.3% among 310,000;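 active = calcium-response B-score plate-corrected more than 3 library SD below zero, starting fluorescence within 5 deviations, no agonist response on first addition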;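 also: peak minus trough fluorescence over baseline after final BAM8-22 challenge near maximal dose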
AI-2 QS mod: modulators of Vibrio harveyi AI-2 quorum sensing system; hit rate 0.4% among 300,000; activity change, % at 7.5 µM; AID 2094; Vibrio harveyi JMH597 AI-2 luminescence/OD600 ratio, 9 h; stronger effect = lower value; strain lacks LuxN and CqsS sensors; 0 = neutral-control median; in the data active = activity change below about -75%, passing the limit was not always enough;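 also: luminescence divided by OD600 gain over 9 h not by final OD600 alone; inactives centre near 13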
TRPC4 agonist: TRPC4 (mouse) channel activation; hit rate 0.49% among 310,000; HEK293 TRPC4beta/mu-opioid, Fluo4 calcium fluorescence; stronger effect = higher value; AID 2237; B-score at 10 µM;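 active = B-score above 5 SD of library B-scores, and initial fluorescence ratio not above library mean plus 5 SD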;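 also: positive B-score marks a calcium rise read as TRPC4 activation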
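Assay system: HEK293 stable line with TRPC4beta plus mu-opioid receptor; schedule: 45 min room-temperature Fluo4 loading, 110 s read; technique: kinetic Fluo4 calcium fluorescence; evaluation: integrated baseline-normalised fluorescence ratio, converted to per-well B score; controls: buffer (low) and maximal DAMGO (high)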
TRPC4 PAM: allosteric potentiators of mouse TRPC4 channel | HEK293 TRPC4beta/mu-opioid, DAMGO EC20, Fluo-4 Ca2+ flux; stronger effect = higher value | B-score at 10 µM | AID 2227 | Q9QUQ5 | hit rate 0.42% among 310,000;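 active = B-score of calcium response area above 5 SD of library B-scores, with initial fluorescence ratio within 5 SD of library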;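 also: B-score of integrated fluorescence ratio over time as area under calcium response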
HIF act: HIF pathway transcriptional activation; U2OS HRE-luciferase reporter, luminescence; normalized: DMSO 0%, desferrioxamine 100%; activation, % at 7.5 µM (by protocol); hit rate 0.32% among 300,000; AID 1910;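 active = mean activation of at least 10% of the iron chelator positive control signal, with at least half of replicates also reaching 10%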
MrgX1 allo act: human MrgX1 positive allosteric modulation, primary screen. hit rate 0.63% among 310,000. AID 588675. B-score at 10 µM. MrgX1-HEK293, Fluo-4 calcium flux, FDSS; stronger effect = higher value. Q96LB2;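 active = plate-corrected calcium response at least 3 library SD above typical, normal starting fluorescence, not activating the receptor alone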;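 also: compound read alongside a low EC10 to EC30 dose of BAM8-22 agonist; peak minus trough fluorescence over baseline measured at the second addition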
Numbers without * were called inactive; i = inactive; . = not tested or not shown. The list is partial (hit frequency here may not be typical).

smiles | TRPC6 activator | MrgX1 agonist | TRPC4 block | PolyA inhibitor | TRPC6 inh | MrgX1 antag | AI-2 QS mod | TRPC4 agonist | TRPC4 PAM | HIF act | MrgX1 allo act
CCOc1ccc(Cc2nn[nH]n2)cc1 | i | i | i | i | i | i | 3 | i | i | -0.4 | i
NC(=O)[C@@H]1CC2(CC(c3cccc(NC(=O)[C@H]4CCC(=O)N4)c3)=NO2)CN1C(=O)COc1ccc(Cl)cc1 (stereo partly drawn) | i | i | . | i | i | i | 36 | i | i | -0.3 | i
O=C(c1ccc(CN2CCOCC2)cc1)N1CCN(c2ccccc2F)CC1 | i | i | i | i | i | i | 34 | i | i | 0.3 | i
Brc1ccc(OCCn2ccnc2)cc1 | i | i | i | . | i | i | 5 | i | i | -0.3 | i
COc1ccc(CCNC(=O)Cn2nnc(-c3cccc(OC)c3OC)n2)cc1OC | i | i | i | i | i | i | 9 | i | i | 0.2 | i
Cc1ccn2c(/C=N/OCc3cccc(F)c3)c(-c3ccc(Cl)cc3)nc2c1 | i | i | i | i | i | i | 13 | i | i | -0.6 | i
CC(Oc1ccc2c3c(c(=O)oc2c1)CCC3)C(=O)NCc1ccccn1 (stereo not drawn) | i | i | i | i | i | i | 4 | i | i | -0.5 | i
CC(C)CNS(=O)(=O)c1ccc(CCC(=O)Nc2cc(Cl)ccc2Oc2ccccc2)cc1 | i | i | i | i | i | i | 27 | i | i | -0.4 | i
O=C(OCn1nnc2ccccc2c1=O)c1cc(-c2ccccc2)nc2ccccc12 | i | i | i | i | i | i | 0 | i | i | -0.4 | i
CCN(CC)C(=O)c1ccccc1NC(=O)c1ccccc1C | i | i | i | i | i | i | -2 | i | i | -0.3 | i
COc1cnn(-c2ccc(C)cc2)c(=O)c1Cl | i | i | i | i | i | i | -5 | i | i | 0.6 | i
O=C(CSc1nc2c(cnn2-c2ccccc2)c(=O)[nH]1)N1CCCCC1 | i | i | i | i | i | i | 12 | i | i | 0.2 | i
CN1CCC(C2(O)c3ccccc3CCc3ccccc32)CC1 | i | i | i | i | i | i | 30 | i | i | 0.4 | i
CC(=O)N1[C@H](Cc2ccccc2)C=C[C@]1(C)C(=O)NCCN1CCOCC1 | i | i | i | i | i | i | 13 | i | i | 0.5 | i
CCOc1cc2[nH]c(=O)n(CCC(=O)NCCc3ccccc3)c(=O)c2cc1OCC | i | i | i | i | i | i | 35 | i | i | 0.0 | i
Oc1c(Br)cc(C2N=C(c3ccccc3Cl)NO2)cc1Br (stereo not drawn) | i | i | i | i | i | i | 25 | i | i | -1.7 | i
COc1ccc([C@@H]2[C@@H]3C(=O)N(C(C)(C)C)C(=O)[C@@H]3[C@]3(Cc4ccc(Cl)cc4)C(=O)N(c4cccc(Br)c4)C(=O)N23)cc1 | i | i | i | i | i | i | 20 | i | i | -5.0 | i
O=C(COC(=O)/C=C/c1ccc(F)cc1)Nc1ccccc1-c1ccccc1 | i | i | i | i | i | i | 19 | i | i | 0.0 | i
Cc1ccc(NC(=O)Nc2ccc3oc(C)nc3c2)cc1 | i | i | i | i | i | i | 6 | i | i | 1.6 | i
CCS(=O)(=O)N1Cc2ccccc2CC1C(=O)Nc1nc2ccc(F)cc2s1 (stereo not drawn) | i | i | i | i | i | i | 8 | i | i | 2.8 | i
O=C1CCCN1CCCNS(=O)(=O)c1ccc(Br)s1 | i | i | i | i | i | i | 20 | i | i | 0.0 | i
COCCNc1nnc(SCC(=O)N(C)c2c(N)n(Cc3ccccc3)c(=O)[nH]c2=O)s1 | i | i | i | i | i | i | 7 | i | i | -1.2 | i
Cc1ccc(NC(=O)COC(=O)CCNS(=O)(=O)c2ccc(C)c(C)c2)cc1 | i | i | i | i | i | i | 43 | i | i | -0.6 | i
COCCNC(=O)C1CCC(Cn2c(=S)[nH]c3ccccc3c2=O)CC1 (stereo not drawn) | i | i | i | i | i | i | 9 | i | i | 0.2 | i
O=C1NC(c2ccc(-c3ccccc3[N+](=O)[O-])o2)C(C(=O)c2ccc(F)cc2)C(O)(C(F)(F)F)N1 (stereo not drawn) | i | i | i | i | i | i | 2 | i | i | -0.4 | i
Cc1ccc(C(=O)c2c(NC(=O)CSc3nnc(N)s3)sc3c2CCCC3)cc1 | i | i | i | i | i | i | -20 | i | i | -0.6 | i
COC1=C(Nc2ccc(C)cc2)C(=O)c2ccccc2C1=O | i | i | i | i | i | i | 14 | i | i | 0.6 | 17*
c1ccc(-c2ccccc2-n2cnnn2)cc1 | i | i | i | i | i | i | 12 | i | i | -0.3 | i
O=C(Cc1c(F)cccc1Cl)N/N=C/c1cccs1 | i | i | i | i | i | i | 11 | i | i | 0.5 | i
O=C(CSc1nnnn1-c1cccnc1)Nc1ccccc1F | i | i | i | i | i | i | 9 | i | i | 0.2 | i
COc1ccc(NC(=O)CSc2nnnn2-c2ccc(F)cc2)cc1 | i | i | i | i | i | i | 5 | i | i | -1.0 | i
COc1cccc(NC(=O)CSCc2cc(=O)n3nc(C4CC4)sc3n2)c1 | i | i | i | i | i | i | 21 | i | i | 0.1 | i
CCOC(=O)/C(C(N)=NCc1ccco1)=C(/O)c1ccccc1 | i | i | i | i | i | i | 22 | i | i | 0.1 | i
CC(=O)NC(c1ccc(Cl)cc1)c1c(O)ccc2ccc(O)cc12 (stereo not drawn) | i | i | i | i | i | i | 17 | i | i | -0.2 | i
Cc1c(NC(=O)CN2C(=O)NC(C)(c3ccc(OC(F)F)cc3)C2=O)c(=O)n(-c2ccccc2)n1C (stereo not drawn) | i | i | i | i | i | i | 33 | i | i | -0.7 | i
CCn1c(=O)c(C(=O)NNC(=O)c2ccccc2Cl)c(O)c2ccccc21 | i | 105* | i | i | i | i | 0 | 51* | i | -0.3 | i
CCOc1ccc(S(=O)(=O)n2cc(F)c(=O)[nH]c2=O)cc1 | i | i | i | . | i | i | 19 | i | i | -0.2 | i
CCOC(=O)c1ccc(CN2Cc3ccccc3C2=O)cc1 | i | i | i | i | i | i | 5 | i | i | 0.5 | i
Cn1c(CNc2ccccc2)cc(=O)n(C)c1=O | i | i | i | . | i | i | 17 | i | i | 0.2 | i
C[n+]1ccccc1/C=C/c1ccccc1Cl | i | i | i | i | i | i | 13 | i | i | -1.1 | i
O=C(O)C1CC(c2ccccc2)=Nc2ccccc2S1 (stereo not drawn) | i | i | i | i | -5.3* | i | 4 | i | i | 1.7 | i
O=C(NC(=S)Nc1nc(-c2ccc(Cl)cc2)cs1)c1cccs1 | i | i | i | i | i | i | 19 | i | i | 0.0 | i
O=C1N(Cc2cccnc2)C[C@@H]2C[C@@H](c3cccc(OC4CCCC4)c3)N3CCC[C@@]123 | i | i | i | i | i | i | 33 | i | i | -0.2 | i
COc1ccc(-c2nnn(CC(=O)N(CC(=O)NC3CCCC3)c3cccc(C)c3)n2)cc1OC | i | i | i | i | i | i | 43 | i | i | -0.3 | i
COc1ccc2oc(C(=O)OCC(=O)N(C)c3ccccc3)c(C)c2c1 | i | i | i | i | i | i | 23 | i | i | 1.8 | i
CC(=O)N1CCc2cc(Br)cc(S(=O)(=O)CCC(=O)Nc3c(C)n(C)n(-c4ccccc4)c3=O)c21 | i | i | i | i | i | i | 17 | i | i | -0.7 | i
O=C(NCc1ccco1)c1cnn2cccnc12 | i | i | i | i | i | i | 6 | i | i | 0.3 | i
Nn1c(SCC(=O)Nc2cc(S(=O)(=O)N3CCOCC3)ccc2Cl)nnc1-c1cccnc1 | i | i | i | i | i | i | 52 | i | i | -0.9 | i
Cc1nn(-c2ccccc2)c2sc(C(=O)OCC(=O)N3CCCCC3)cc12 | i | i | i | i | i | i | 16 | i | i | 0.0 | i
CCCOc1ccc(C(=O)N(CC(C)C)c2c(N)n(Cc3ccccc3)c(=O)[nH]c2=O)cc1 | i | i | i | i | i | i | 10 | i | i | -1.3 | i
C[C@@H]1C=C(C(=O)N2CCN(Cc3ccc4c(c3)OCO4)CC2)O[C@H](OCCCCO)C1 | i | i | i | i | i | i | 19 | i | i | -2.0 | i
COc1ccc(/C=C(/NC(=O)c2ccccc2)C(=O)NCc2ccncc2)cc1 | i | i | i | i | i | i | 41 | i | i | -0.1 | i
Cc1ccc(S(=O)(=O)NNC(=O)Nc2ccc(C)c(C)c2)c(C)c1 | i | i | i | i | i | i | 28 | i | i | -0.2 | i
CCS(=O)(=O)N1Cc2ccccc2CC1C(=O)NCCc1c[nH]c2ccccc12 (stereo not drawn) | i | i | i | i | i | i | 10 | i | i | 0.1 | i
c1ccc(-n2ncc3c2ncn2nnnc32)cc1 | i | i | i | i | i | i | 4 | i | i | -0.2 | i
O=C(COc1ccccc1)Nc1cc(NC(=O)COc2ccccc2)cc(C(=O)O)c1 | i | i | i | i | i | i | 40 | i | i | 0.1 | i
Clc1ccccc1CN(Cc1ccccc1)C(c1cccs1)c1nnnn1C1CCCC1 (stereo not drawn) | i | i | i | i | i | -5.7* | . | i | i | -0.2 | i
CCOc1cc([N+](=O)[O-])cc(/C=N/NC(=O)c2c(-c3ccccc3)noc2C)c1O | i | i | i | i | i | i | -3 | i | i | -1.0 | i
CC(C)NCc1nnc(-c2ccc(Cl)cc2)o1 | i | i | i | i | i | i | 11 | i | i | 1.7 | i
O=C(CNC(=O)c1ccccc1)NCc1ccc(Cl)cc1 | i | i | i | i | i | i | 14 | i | i | -0.9 | i

Other entries
smiles | TRPC6 activator | MrgX1 agonist | TRPC4 block | PolyA inhibitor | TRPC6 inh | MrgX1 antag | AI-2 QS mod | TRPC4 agonist | TRPC4 PAM | HIF act | MrgX1 allo act
O=C(c1cccc(Oc2ccccc2)c1)N1CCN(c2ccccn2)CC1 | i | i | i | i | i | i | -51 | i | i | -0.1 | i
CCOc1ccc(NC(=O)CC(NCc2ccccn2)C(=O)O)cc1 (stereo not drawn) | i | i | i | i | i | i | 19 | i | i | 0.0 | i
CCOc1ccc(CCNc2cc(C)nc3ncnn23)cc1OCC | i | i | i | i | i | i | 7 | i | i | -0.2 | i
CCOC(=O)Cc1csc(/N=C/c2c(O)n(-c3ccccc3C(F)(F)F)c(=O)c3ccccc23)n1 | i | i | i | i | i | i | 13 | i | i | -0.1 | i
CC(C)c1cccc(C(C)C)c1NC(=O)Cn1c(=O)cnc2ccccc21 | i | i | i | i | i | i | 17 | i | i | -0.1 | i
CC1CCN(c2nnc(-c3ccccc3)c3ccccc23)CC1 | i | i | i | i | i | i | -2 | i | i | 0.2 | i
